Source: PubChem
ERK EGF inh = inhibitors of EGF-stimulated ERK signaling pathway. HEK293-V1b, EGF-stimulated phospho-ERK AlphaScreen. Potency, µM (series often up to 11.5 µM), for inactives: top-dose activity change, negative = inhibition, hits mostly inhibitors. 130,000 tested, 0.41% active; active = well fitted inhibition curve with a large enough effect; inconclusive = small, poorly fitted or top-dose-only effect, or effect the other way;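 also: plate controls were stimulated vehicle wells for no effect and unstimulated vehicle basal for full effect; nearly all actives have a fitted effect of over 55% in size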
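Homogeneous cell-based phospho-ERK assay: HEK293/V1b cells in 1% FBS, compound 30 min then EGF 5 min, AlphaScreen luminescence. Activity normalized between DMSO and 25 nM EGF controls; AC50 from Hill modelling.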
* = called active by the depositor; ? = inconclusive; [ ] = dose if it differs, or a comment. Potency is read from the fitted curve at half-maximal effect.

SMILES	ERK EGF inh
OCC[n+]1c2ccccc2nc2ccc(N3CCOCC3)cc21	14µM*
Cc1nc2ccccc2c(=O)n1-c1ccncc1	-1%[57.5 µM]
Cc1c(C(c2ccc(Cl)cc2Cl)c2c(O)c3ccccc3oc2=O)c(=O)n(-c2ccccc2)n1C (configuration not stated)	4%
Cn1cccc1/C=C1\C(=O)NC(=O)N(Cc2ccccc2Cl)C1=O	-3%
O=C(Cn1ncc2c3ccccc3n(Cc3ccc(F)cc3)c2c1=O)N1CCC2(CC1)OCCO2	5%
Cc1ccc2c(c1)c(=O)c1c3n2CCN(CC#N)C3CC1 (configuration not stated)	-11%
Fc1cccc(C2NCCc3[nH]cnc32)c1 (configuration not stated)	0%
CCN(CC)C(=O)c1ccc(NC(=O)c2cccc(C(F)(F)F)c2)cc1	-3%
COc1ccc(CN2C(=O)NC(=O)/C(=C/c3ccoc3)C2=O)cc1	-9%[57.5 µM]
N#CC1=C(N)Oc2c(c(=O)oc3ccccc23)C1c1ccccc1OC(=O)c1cccs1 (configuration not stated)	0%
N#CCCn1cc(C(=O)Nc2ccccc2Br)c(-c2ccc3c(c2)OCCO3)n1	-3%
OC(c1cccc(Cl)c1)(c1cccc(Cl)c1)C1CN2CCC1CC2 (configuration not stated)	?
O=C1NC(=S)NC(=O)C1=Cc1ccc2c(c1)CCN2CCCCl	?
Cc1ccc(-n2cc(CNC(C)Cc3cnccn3)c(-c3cccc(C)c3)n2)cc1 (configuration not stated)	-36%
COC1CC(OC2CC[C@@]3(C=O)C4CC[C@]5(C)C(C6=CC(=O)OC6)CC[C@@]5(O)C4CC[C@]3(O)C2)OC(C)C1O (some centres not stated)	15%
CC(C)OC(=O)Nc1cccc(Cl)c1	25%
OCc1cnc[nH]1	9%
O=[N+]([O-])c1ccc(C2C3C(c4ccccc4)=NC4(CCCC4)N32)cc1 (configuration not stated)	-1%
N#Cc1ccc(CN2CC[C@@]3(CCCN(C(=O)Oc4ccccc4)C3)C2)cc1	3%
CN(C)CC1Oc2ccccc2OC1(O)c1ccccc1 (configuration not stated)	5%[57.5 µM]
c1cc(CN2CCC3(CCNCC3)CC2)ccn1	-1%
CCNc1cc(N2CCNCC2)ccc1[N+](=O)[O-]	5%
CC(=O)OC1C2CCC1C(N1CCCC1)CC2 (configuration not stated)	18%[57.5 µM]
NC(=O)c1ccc(N)nc1	11%
CCn1c(O)c(/C=N/NC(=O)c2ccccc2)c(=O)n(CC)c1=S	2%[57.5 µM]
CCC(=NCc1cc(OC)cc(OC)c1)c1c(O)[nH]c(=O)[nH]c1=O	-1%[57.5 µM]
Oc1ccc2c3c1O[C@H]1c4[nH]c5ccccc5c4C[C@]4(O)[C@H](C2)N(CC2CC2)CC[C@@]314	-1%
O=C(Nc1ccccc1)N1CCC2(CC1)OCCO2	-5%
Cc1ccc(S(=O)(=O)N(C)C/N=C(\N)N[N+](=O)[O-])cc1	-6%
CN1CCN(c2ccc([N+](=O)[O-])c3no[n+]([O-])c23)CC1	10µM*
CCC(=O)OC1(Cc2ccc(CC)cc2)CC(C)N(C)CC1C (configuration not stated)	-16%[57.5 µM]
CCC(=NCc1ccco1)c1c(O)n(-c2ccc(Cl)cc2)c(=O)[nH]c1=O	-1%[57.5 µM]
Cc1nc2ccccc2c(=O)n1-c1ccc(Br)cn1	-4%[57.5 µM]
CC(C)n1c(O)c(C=NCc2cccnc2)c(=O)[nH]c1=S	-1%[57.5 µM]
COC(=O)C1=C(C)NC(C)=C(C(=O)OC)C1c1ccccc1[N+](=O)[O-]	?
O=C(NC(C(Cl)Cl)N1CCOCC1)c1ccccc1 (configuration not stated)	9%
CN1OC[C@@H]2COc3ccc4ccccc4c3[C@@H]21	-7%
CN1CCC2(CC1)C(C#N)=C(N)NC(S)=C2C#N	6%
Cc1nn(Cc2ccccc2)c(C)c1C=C1C(=O)NC(=S)NC1=O	5%
CN(C)c1ccc(C=C(C#N)C#N)cc1	3%

Arranged by molar mass (descending): 14 of the compounds above.
SMILES	ERK EGF inh
Oc1ccc2c3c1O[C@H]1c4[nH]c5ccccc5c4C[C@]4(O)[C@H](C2)N(CC2CC2)CC[C@@]314	-1%
CCC(=NCc1ccco1)c1c(O)n(-c2ccc(Cl)cc2)c(=O)[nH]c1=O	-1%[57.5 µM]
COC(=O)C1=C(C)NC(C)=C(C(=O)OC)C1c1ccccc1[N+](=O)[O-]	?
CCC(=NCc1cc(OC)cc(OC)c1)c1c(O)[nH]c(=O)[nH]c1=O	-1%[57.5 µM]
CCC(=O)OC1(Cc2ccc(CC)cc2)CC(C)N(C)CC1C (configuration not stated)	-16%[57.5 µM]
CC(C)n1c(O)c(C=NCc2cccnc2)c(=O)[nH]c1=S	-1%[57.5 µM]
O=C(NC(C(Cl)Cl)N1CCOCC1)c1ccccc1 (configuration not stated)	9%
CN1CCN(c2ccc([N+](=O)[O-])c3no[n+]([O-])c23)CC1	10µM*
O=C(Nc1ccccc1)N1CCC2(CC1)OCCO2	-5%
CN1CCC2(CC1)C(C#N)=C(N)NC(S)=C2C#N	6%
CCNc1cc(N2CCNCC2)ccc1[N+](=O)[O-]	5%
CN1OC[C@@H]2COc3ccc4ccccc4c3[C@@H]21	-7%
CN(C)c1ccc(C=C(C#N)C#N)cc1	3%
NC(=O)c1ccc(N)nc1	11%

Some of the entries above, reformatted:
O=C(Nc1ccccc1)N1CCC2(CC1)OCCO2
  ERK EGF inh: -5%
CCC(=NCc1cc(OC)cc(OC)c1)c1c(O)[nH]c(=O)[nH]c1=O
  ERK EGF inh: -1%[57.5 µM]

Next part.
SMILES	ERK EGF inh
CCOC(=O)C(O)(c1ccc(N=c2ccccn2C)cc1)C(F)(F)F (configuration not stated)	?
O=c1[nH]c(O)c(C=Nc2ccccc2Sc2ccccc2)c(=O)[nH]1	7%[57.5 µM]
Cc1cccc(-n2c(=S)[nH]c3ccccc3c2=O)n1	29%
CCCc1cc2c(n1Cc1ccc(C)cc1)C(C)C1CN(C(=O)c3ccccc3)C(C)(C(=O)OC)C21 (configuration not stated)	-3%
COC(=O)COc1cc(C)cc2oc(=O)c3c(c12)CCCC3	-4%
O=c1c2ccccc2nc(/C=C/c2ccc3c(c2)OCO3)n1-c1cccc(O)c1	-5%
O=C(c1ccc2c(c1)OCO2)C1CCCN(CC2CCCCC2)C1 (configuration not stated)	?
COc1ccc(C)cc1NC(=O)N1CCC2(CC1)OCCO2	-2%
O=C1CC2OCC=C3CN4CC[C@@]56c7ccccc7N1C5C2C3CC46 (some centres not stated)	19%
N[C@@H](CCP(=O)(O)O)C(=O)O	-2%
CC[C@H](C)C(=O)O[C@@H]1[C@H](O)[C@@H]2[C@H](CN3C[C@@H](C)CC[C@@H]3[C@@]2(C)O)[C@@H]2C[C@@]34O[C@@]5(O)[C@@H](OC(=O)[C@](C)(O)CC)CC[C@@]3(C)[C@H]5[C@H](OC(C)=O)[C@@H](OC(C)=O)[C@H]4[C@]12O	-7%[25.7 µM]
c1cc(C2N3CCCN2CC3)ccn1 (configuration not stated)	-6%[57.5 µM]
O=C(NCCO)c1nsnc1NCCCl	-1%
C[C@H]1C2Cc3ccc(O)cc3[C@]1(C)CCN2CC1CC1	14%
COc1ccc(OC)c(-n2c(O)c(C=Nc3c(C)n(C)n(-c4ccccc4)c3=O)c(=O)[nH]c2=O)c1	-10%
CCOc1ccc([N+](=O)[O-])cc1CNCCc1ccccc1	-3%
N#CC1=C(N)Oc2c(c(=O)oc3ccccc23)C1c1ccc([N+](=O)[O-])o1 (configuration not stated)	-7%
O=C1NC(=O)C(=Cc2ccc(OCCOc3ccc([N+](=O)[O-])cc3)cc2)C(=O)N1	1%
CCOC(=O)C1(CCCc2ccccc2)CCN(C2CCCC2)CC1	-3%
NC(CO)Cc1ccccc1 (configuration not stated)	9%
CCC(C)C(=O)O[C@@H]1C[C@@]2(C)C(c3ccoc3)OC(=O)CC23OC2(C)O[C@@]14[C@@]1(C)C(CC(=O)OC)C5(C)CC1(O)C(O)(C5OC(=O)C1(C)OC1C)C(OC(C)=O)[C@@]34O2 (some centres not stated)	1%
COC(=O)C(O)(c1ccc(NC(=O)NC2CCCCC2)cc1)C(F)(F)F (configuration not stated)	-5%
CCN1C(=O)N(CC)C(=O)C2(Cc3ccccc3N3CCN(c4ccccc4)CC32)C1=O (configuration not stated)	-8%[57.5 µM]
CCc1c(C)nc(N)nc1N1N=C1SCCOc1ccccc1	-5%
CCOP(=O)(OCC)C(O)c1ccccc1 (configuration not stated)	-8%[57.5 µM]
CC(C)(C)c1csc(NC(=O)Nc2ccccc2)n1	?
O=C(Nc1ccccc1)N1CC[C@@]2(CCCN(C(=O)Oc3ccccc3)C2)C1	-4%
C=CCc1cc(OC)c2c(c1OC)OCO2	19%
CCCCN1C2CCC1CC(OC(c1ccc(F)cc1)c1ccc(F)cc1)C2 (configuration not stated)	-1%
CC(C)CN(CC(C)C)C(=O)C1C2c3ccccc3C(c3ccccc32)C1C(=O)O (configuration not stated)	-5%
CCOC(=O)C(=CNc1ccc(C(O)(C(=O)OCC)C(F)(F)F)cc1C)C(=O)OCC (configuration not stated)	?
Cc1cc(NC(=O)C(Cl)(Cl)Cl)no1	-7%[57.5 µM]
COc1ccccc1N1C(=O)NC(=O)/C(=C\c2cnn(-c3ccccc3)c2)C1=O	7%
c1ccc2c(c1)[nH]c1cnccc12	-8%[57.5 µM]
COc1cc(C2c3cc4c(cc3C(O)C3COC(=O)C23)OCO4)cc(OC)c1O (configuration not stated)	12%
COc1ccc(NC(c2ccccc2)P(=O)(Oc2ccccc2)Oc2ccccc2)cc1 (configuration not stated)	-21%
C/C(=N\N1CCCCCC1)c1c(O)n(-c2ccc(Cl)cc2)c(=O)[nH]c1=O	4%[57.5 µM]
O=c1[nH]c(CN2CC=C(c3ccccc3)CC2)nc2scc(-c3ccccc3)c12	-7%[57.5 µM]
O=c1c2ccccc2nc(Cc2ccccc2)n1-c1ccccc1O	-3%[57.5 µM]
O=C1CC(c2cccnc2)=NN1c1ccc(Cl)cc1Cl	8%
Cc1c(C=C2C(=O)N(C)C(=O)N(C)C2=O)c(=O)n(-c2ccccc2)n1C	0%
CNC(C(=O)c1ccccc1)C(OC)c1cccc([N+](=O)[O-])c1 (configuration not stated)	-2%[57.5 µM]
CS(=O)(=O)NCc1nnc2n1-c1ccc(Cl)cc1C(c1ccccc1)=NC2	1%
O=P(NC(c1ccccc1)c1ccccc1)(Oc1ccccc1)Oc1ccccc1	2%
O=c1[nH]c(=S)[nH]c(O)c1C(c1ccccn1)c1c(O)[nH]c(=S)[nH]c1=O	-5%
CCC12CCCN3CCC4(c5ccc(OC)c(O)c5N(C(C)=O)C4CC1)C32 (configuration not stated)	-14%
Cc1ccc(-c2nc3ccccc3c(=O)n2-c2cccc(O)c2)cc1	-1%
Cc1cccc(-n2c(O)c(C=NCCN3CCCCC3)c(=O)[nH]c2=O)c1	12%[57.5 µM]
C#CCN1CCN(c2cccc(C(F)(F)F)c2)CC1	7%
CC(C)[C@]12O[C@H]1[C@@H]1O[C@]13[C@]1(O[C@H]1C[C@H]1C4=C(CC[C@@]13C)C(=O)OC4)[C@@H]2O	-6%[57.5 µM]
CCCC12CN3CCN(C1)CC(CCC)(C3)C2=O	3%[57.5 µM]
CCOc1nc(NC(C)C)nc(N2CC3CC(C2)c2cccc(=O)n2C3)n1 (configuration not stated)	-2%
C=CCSc1nc2c(c(-c3ccsc3)c1C#N)CN(C)CC2	0%[57.5 µM]
COc1ccc(-n2c(O)c(C(C)=NCc3ccc4c(c3)OCO4)c(=O)[nH]c2=O)cc1	9%[57.5 µM]
CC1CN=C(NCc2ccc(F)cc2)S1 (configuration not stated)	39%
CN(c1ccc(OCC(=O)N2CCN(C/C=C/c3ccccc3)CC2)cc1)S(=O)(=O)c1cccs1	2%[57.5 µM]
CC/C(=N\NC(=O)c1ccccc1O)c1c(O)n(Cc2ccccc2)c(=O)[nH]c1=O	2%[57.5 µM]
COc1cccc(O)c1CN1CCCC(C(=O)c2ccccc2SC)C1 (configuration not stated)	-6%
COc1cccc(C(=O)C2CCCN(Cc3cnn(C(C)C)c3)C2)c1 (configuration not stated)	2%
Cc1cc(C(=O)CS(=O)(=O)c2ccc(F)cc2)cc(C)c1OC(=O)N(C)C	-12%

Further entries
SMILES	ERK EGF inh
COc1ccc(C(=O)O/N=C(/C(N)=O)P(=O)(OC(C)C)OC(C)C)cc1	0%[57.5 µM]
O=C1NC(=O)N(c2ccccc2)C(=O)/C1=C/c1ccc([N+](=O)[O-])s1	-6%
Clc1ccc(CO/N=C(\Cn2ccnc2)c2ccc(Cl)cc2Cl)c(Cl)c1	?
CCN(CC)CCCOC(=O)C(OC(C)C)(c1ccccc1)c1ccccc1	3%
COc1ccc(N=Cc2c(O)n(-c3ccc(C)cc3)c(=O)[nH]c2=O)cc1	4%
CCOC(=O)c1cc(CC)sc1/N=C/c1c(O)[nH]c(=S)[nH]c1=O	2%
CNC(=O)CSP(=S)(OC)OC	8%
CCN1C(=O)C(=Cc2ccc(N3CCOCC3)o2)C(=O)N(CC)C1=S	?
COc1ccccc1OCC#CCN1CCOCC1	25%
CCC(N)C(O)c1ccc(O)c(O)c1 (configuration not stated)	8%
CC(=NCCc1ccccc1)c1c(O)[nH]c(=O)[nH]c1=O	-3%[57.5 µM]
COc1ccc(-c2nc3ccccc3c(=O)n2-c2ccc(OC)cc2)cc1	-13%
COC(=O)[C@]12OC[C@]34C([C@@H](O)[C@@H]1O)[C@]1(C)CC(=O)C(O)=C(C)[C@@H]1C[C@H]3OC(=O)[C@H](O)[C@@H]24 (some centres not stated)	19%[57.5 µM]
O=C(O)CNC(=O)C(CS)Cc1ccccc1 (configuration not stated)	8%
COc1ccccc1Sc1ccccc1CC(C)N (configuration not stated)	3%
COc1ccc(OCC(=O)N2CCN(Cc3nc4cc([N+](=O)[O-])ccc4n3C)CC2)cc1	-1%
COc1ccc(CN2C(=O)NC(=O)/C(=C\c3ccc(OC)c(OC)c3OC)C2=O)cc1	-3%
Cc1c(C=O)c2ccccc2n1Cc1ccccc1F	-25%
O=c1[nH]c(O)c(C=Nc2ccccc2[N+](=O)[O-])c(=O)[nH]1	-2%

A portion of the library. The share of hits here may be higher or lower than overall.
